SR-BI HDL uptake – blocks mouse SR-BI lipid uptake from DiI-HDL. ldlA[mSR-BI] CHO cells, DiI-HDL uptake fluorescence, 3 h. Q61009. inhibition, % at 12.5 µM. hit rate 0.96% among 320,000;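 active = mean replicate inhibition of at least 70% and a set share of replicates each scoring 70 or more; inconclusive = meets just one of the two criteria; inactive = fails both criteria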;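 note: 0% = median of neutral control wells and 100% = median of positive control wells; values of inactives mirror those of a sister screen read the other way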
RTF Ca sens act – cardiac RTF calcium sensitization. activation, % at 7.2 µM. P19429+P45379. IANBD-labeled TnC RTF fluorescence at EC20 calcium; 0% EC20 calcium, 100% full calcium. hit rate 0.24% among 340,000. AID 493008;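 active = activation above the mean over all tested compounds plus 3 SD, cut at about 30% in these data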;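 note: rise in fluorescence read as greater calcium sensitivity of cardiac thin filaments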
Wnt bcat act – Wnt/beta-catenin pathway activation; Wnt/beta-catenin reporter cell assay, activator, plate reader; activation, % at 9.35 µM; hit rate 1.2% among 300,000; in the data active = activation above about 30%, passing the limit was not always enough; inconclusive = no clear call, values can overlap the other calls;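 note: 0% = neutral control wells and 100% = positive control wells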
Rtt109 HAT inh – blocks Candida albicans Rtt109/Vps75 acetyltransferase activity. Q5AAJ8. purified Rtt109/Vps75, ThioGlo CoA-SH fluorescence, 4 h. inhibition, % at 34.9 µM. AID 540336. hit rate 0.16% among 330,000;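 active = inhibition of at least 50% in every replicate; inconclusive = best replicate reaches 50% inhibition but some replicates fall short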
SR-BI uptake up – SR-BI HDL lipid transfer activation | CHO ldlA[mSR-BI] cells, DiI-HDL uptake fluorescence, 3 h; 100 = double the neutral-control signal | activation, % at 12.5 µM | hit rate 0.096% among 320,000 | AID 504775;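 active = mean replicate activation of at least 60% and every replicate at or above 60%; inconclusive = mean or all-replicate condition met, but not both; inactive = mean below 60% and not all replicates reaching 60%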;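 note: 0% = median plate neutral-control signal and 100% = twice that signal; values of inactives mirror those of a sister screen read the other way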
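Material: SR-BI-overexpressing, LDLR-lacking CHO cells; schedule: compound exposure 3 h, 37 °C; reagent: DiI-labelled HDL at 10 µg/mL final; technique: bottom-read fluorescence, 550/595 nm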
MITF act – increases MITF-driven TRPM1 promoter luciferase signal; SK-MEL-5 TRPM1-promoter luciferase, 24 h; % of positive control, neutral wells = 0; activation, % at 12.5 µM; hit rate 0.75% among 300,000; AID 588334;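 active = mean activation of at least 80% with every replicate also reaching 80%; inconclusive = mean reaches 80% but some replicate falls short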;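 note: 0% = neutral control wells and 100% = parthenolide positive control wells; values of inactives mirror those of a sister screen read the other way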
dFosB activator – mouse delta FosB homodimer activation; AID 493131; hit rate 0.99% among 340,000; purified delta FosB, TAMRA-CDK5 oligo fluorescence polarization; percent of positive-control signal above neutral wells; activation, % at 25 µM; P13346;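 active = mean activation above about 17%, with every replicate also reaching it, limit read from the data, passing the limit was not always enough; inconclusive = only one of the two conditions met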;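 note: fluorescence polarization rise as delta FosB binds a TAMRA Cdk5 AP-1 oligo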
CDK5 p35 inh – inhibitors of human CDK5/p35 kinase; Recombinant CDK5/p35, ADP-Glo luminescence, 60 min; inhibition, % at 10 µM; hit rate 0.01% among 330,000;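 active = highest replicate inhibition of at least 50% and at least 75% of replicates reaching 50%; inconclusive = only one of the two criteria met; inactive = both criteria failed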;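 note: plate controls were DMSO neutral control for no effect and GW8510 at 10 µM for full effect; many of its hits are not listed in these tables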
Target sequence (Q00535 whole entry, looked up): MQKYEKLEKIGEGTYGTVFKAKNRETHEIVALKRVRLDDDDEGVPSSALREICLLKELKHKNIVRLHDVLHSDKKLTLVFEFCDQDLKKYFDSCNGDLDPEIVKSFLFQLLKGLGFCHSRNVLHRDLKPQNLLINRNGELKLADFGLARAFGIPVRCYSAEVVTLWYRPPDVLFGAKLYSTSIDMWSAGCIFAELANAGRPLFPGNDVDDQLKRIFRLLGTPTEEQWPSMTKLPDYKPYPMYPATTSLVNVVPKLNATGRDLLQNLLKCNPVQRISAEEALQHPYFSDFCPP
Target sequence (Q15078 whole entry, looked up): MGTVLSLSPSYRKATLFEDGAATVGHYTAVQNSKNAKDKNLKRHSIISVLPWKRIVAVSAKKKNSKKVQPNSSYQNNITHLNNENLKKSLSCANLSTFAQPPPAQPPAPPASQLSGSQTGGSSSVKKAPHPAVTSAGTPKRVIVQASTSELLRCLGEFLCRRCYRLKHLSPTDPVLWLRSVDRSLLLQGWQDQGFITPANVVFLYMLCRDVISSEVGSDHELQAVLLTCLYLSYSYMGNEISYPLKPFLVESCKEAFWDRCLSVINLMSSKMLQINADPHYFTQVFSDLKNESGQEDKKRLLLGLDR
PvdQ inh – blocks Pseudomonas aeruginosa PvdQ acylase activity | hit rate 0.063% among 340,000 | purified PvdQ acylase, fluorescence plate reader | inhibition, % at 10 µM; in the data active = inhibition above about 30%, passing the limit was not always enough; inconclusive = no clear call, values can overlap the other calls;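 note: 0% = vehicle neutral wells and 100% = reference inhibitor wells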
HTR5A ag – HTR5A agonism, opioid heterodimer counter-screen. P47898. HTR5A agonist assay, luminescence, cell-based. activation, % at 9.3 µM. hit rate 0.61% among 340,000; in the data active = activation mostly above about 9.5%, no sharp cut-off; inactive = mostly below about 7.6%;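 note: 0% = cells with vehicle only and 100% = reference agonist; strong numbers were not always called active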
Target sequence (P47898 whole entry, looked up): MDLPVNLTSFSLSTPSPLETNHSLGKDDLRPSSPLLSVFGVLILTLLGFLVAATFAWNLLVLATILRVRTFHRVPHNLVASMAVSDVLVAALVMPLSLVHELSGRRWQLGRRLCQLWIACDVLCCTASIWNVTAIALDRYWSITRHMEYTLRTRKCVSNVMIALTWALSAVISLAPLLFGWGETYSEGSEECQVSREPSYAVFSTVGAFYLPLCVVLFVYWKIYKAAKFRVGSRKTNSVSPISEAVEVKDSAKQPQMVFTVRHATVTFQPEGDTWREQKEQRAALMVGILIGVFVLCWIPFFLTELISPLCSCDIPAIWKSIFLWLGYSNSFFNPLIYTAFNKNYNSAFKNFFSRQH
Starred values were filed as active, the others as inactive; ? = inconclusive; nt = not tested or not shown; & = joins results of further samples.

SMILES | SR-BI HDL uptake | RTF Ca sens act | Wnt bcat act | Rtt109 HAT inh | SR-BI uptake up | MITF act | dFosB activator | CDK5 p35 inh | PvdQ inh | HTR5A ag
Cn1cccc1C(=O)NC(=O)COC(=O)CCNS(=O)(=O)c1cccc(C(F)(F)F)c1 | -7.4 | -3.6 | -0.3 | 12.2 | 7.4 | -9.4 | -10.1 | -0.1 | 8.2 | -2.0
CC(=O)Nc1ccc(-c2csc(Nc3ccccn3)n2)cc1 | 62.1 | 2.1 | -0.6 | 2.5 | -62.1 | 39.3 | -3.1 | 1.2 | -4.8 | 0.2
CCN1CCN(C(=O)CN(c2cccc(Br)c2)S(=O)(=O)c2ccccc2)CC1 | -12.8 | -2.8 | nt | -4.0 | 12.8 | 10.0 | -5.5 | 0.5 | -1.8 | -5.0
COc1cc(C(=O)N(CCc2ccccc2)C2=CC3CCC(C2)N3C)cc(OC)c1OC (stereo not drawn) | -8.0 | 0.7 | nt | -15.0 | 8.0 | -2.4 | -6.9 | -1.4 | -12.9 | -4.6
O=C(CSc1nnc2ccc(-c3ccc(Br)cc3)nn12)NCC1CCCO1 (stereo not drawn) | 14.8 | 0.9 | -2.6 | -9.2 | -14.8 | -1.4 | -27.7 | -1.0 | -5.7 | -2.9
CCOc1ccc(CN(C)CC(=O)NCc2ccccc2)cc1 | nt | -3.6 | 3.3 | 0.5 | nt | -0.3 | 2.0 | 0.0 | -9.6 | -4.3
O=C(N/N=C1\CCCc2ccccc21)c1ccccc1[N+](=O)[O-] | 0.7 | -3.4 | -6.1 | -4.6 | -0.7 | 0.4 | -5.1 | 2.0 | 2.2 | 14.9*
Cn1cc(CN2CCCC(CO)(Cc3ccccc3)C2)cn1 (stereo not drawn) | -15.3 | 7.4 | 0.9 | -2.2 | 15.3 | -4.2 | -8.1 | 2.4 | -7.2 | -0.8
O=C(COc1ccc(F)cc1)OCCN1CCOCC1 | -16.1 | -1.9 | -3.5&-1.1 | 7.2 | 16.1 | -1.4 | -1.5 | 0.5 | -16.0 | -3.6
OCC[C@@H]1C[C@H](O)[C@@H](O)[C@@]2(Cc3ccccc3CO2)O1 | -12.3 | -2.2 | -1.2 | -6.8 | 12.3 | 5.9 | 5.5 | -0.4 | 9.0 | -4.8
O=C(c1ccc(F)cc1F)N1CCN(c2n[nH]c(=O)[nH]c2=O)CC1 | -5.6 | 14.9 | -1.2 | -2.2 | 5.6 | -4.3 | -10.0 | -2.5 | -13.1 | 2.9
O=C(N/N=C/c1ccco1)c1ccc(NC(=O)c2ccc(Cl)cc2)cc1 | nt | -3.1 | -2.4 | 9.7 | nt | -5.0 | 11.5 | 0.7 | -0.3 | 2.0
CC(=O)N(Cc1nc2sc(C)c(C)c2c(=O)[nH]1)C1CCCC1 | 1.4 | -0.8 | 1.7 | 2.4 | -1.4 | -2.3 | -1.1 | -9.4 | -21.0 | 4.4
CCc1nnc(NC(=O)CSc2ccc(-c3ccccc3OC)nn2)s1 | 0.6 | -1.5 | 0.6 | -1.6 | -0.6 | -5.1 | -16.0 | 1.4 | -14.9 | -1.5
CCN1C(=O)/C(=C2/Sc3ccc(OC)cc3N2C)SC1=Nc1ccc(OC)cc1 | 57.5 | -0.2 | 2.3 | -1.5 | -57.5 | 20.0 | 2.8 | 0.1 | -15.5 | 0.5
CC(C)CCNC(=O)C(c1ccncc1)N(Cc1cccs1)C(=O)Cn1nnc(-c2ccc(F)cc2)n1 (stereo not drawn) | 30.9 | 0.5 | ? | 16.2 | -30.9 | -75.3 | -18.3 | 0.0 | 7.6 | 0.4
CNC(=O)C(NC(=O)c1ccccc1)=C(C)C | 4.1 | 1.8 | -2.2 | 9.6 | -4.1 | 1.2 | -6.8 | 0.5 | -4.0 | -1.5
OC1CCCN(c2ncnc3c2nnn3Cc2c(F)cccc2Cl)C1 (stereo not drawn) | 5.1 | 6.7 | 0.7 | 2.1 | -5.1 | 2.6 | -0.1 | -0.8 | -11.2 | -2.2
CC(=O)c1cc(CC(=O)N2CCc3c([nH]c4ccccc34)C2c2ccccn2)cs1 (stereo not drawn) | 3.3 | -1.1 | -1.0 | -12.1 | -3.3 | -19.6 | -0.7 | -1.1 | 6.1 | 3.8
Cc1ccc(C2C(C#N)=C(N)SC(N)=C2C#N)cc1 | -34.7 | 40.9* | 4.9 | 4.3 | 34.7 | nt | 1.1 | -0.1 | -13.1 | 2.0

Next section (3 carried over from the part before).
SMILES | SR-BI HDL uptake | RTF Ca sens act | Wnt bcat act | Rtt109 HAT inh | SR-BI uptake up | MITF act | dFosB activator | CDK5 p35 inh | PvdQ inh | HTR5A ag
OC1CCCN(c2ncnc3c2nnn3Cc2c(F)cccc2Cl)C1 (stereo not drawn) | 5.1 | 6.7 | 0.7 | 2.1 | -5.1 | 2.6 | -0.1 | -0.8 | -11.2 | -2.2
CC(=O)c1cc(CC(=O)N2CCc3c([nH]c4ccccc34)C2c2ccccn2)cs1 (stereo not drawn) | 3.3 | -1.1 | -1.0 | -12.1 | -3.3 | -19.6 | -0.7 | -1.1 | 6.1 | 3.8
Cc1ccc(C2C(C#N)=C(N)SC(N)=C2C#N)cc1 | -34.7 | 40.9* | 4.9 | 4.3 | 34.7 | nt | 1.1 | -0.1 | -13.1 | 2.0
CC(=O)NN1C(=O)c2ccc3c4c(ccc(c24)C1=O)C(=O)N(NC(C)=O)C3=O | -22.4 | -1.8 | -2.4 | -1.0 | 22.4 | -41.7 | -2.7 | -0.4 | 2.3 | 1.1
Cc1cc(C)n(-c2ccc(C(=O)OCC(=O)c3ccc(Br)s3)cc2)n1 | -1.2 | 4.3 | -7.4 | -2.1 | 1.2 | 0.1 | -6.6 | 1.3 | -16.2 | 3.3
CC(=O)NC(c1ccccc1)c1nc2ccccc2[nH]1 (stereo not drawn) | -3.0 | 1.9 | 3.5 | -2.4 | 3.0 | 3.0 | -6.2 | -1.0 | 8.4 | 1.5
O=C(CSc1nnc2c(n1)[nH]c1ccc(F)cc12)OCc1ccccc1 | -9.7 | 1.7 | -1.6 | -6.2 | 9.7 | 0.7 | ? | 2.1 | -10.1 | 4.6
Cc1ccc(S(=O)(=O)N2CCN(C(=O)CCn3nc(C)c(C)c3C)CC2)cc1 | nt | -4.2 | -2.6 | -3.9 | nt | -2.4 | -4.2 | -0.7 | -4.2 | 5.2
O=C(NCC1CCCO1)c1cc(S(=O)(=O)N2CCOCC2)ccc1Cl (stereo not drawn) | -17.0 | -2.1 | 1.2 | 1.9 | 17.0 | 0.6 | -3.8 | -0.3 | -21.1 | 7.6
COc1ccc(NC(=O)CN(C)C(=O)Cc2c[nH]c3ccccc23)cc1 | 9.0 | -4.6 | -0.2 | 0.1 | -9.0 | -5.2 | -1.6 | -1.4 | -4.2 | 0.9
CCCCNC(=O)C1CCN(C(=O)C2CCN(S(=O)(=O)c3ccc(C)cc3)CC2)CC1 | -16.9 | -0.8 | -0.3 | 2.8 | 16.9 | 10.1 | 0.3 | -1.3 | -6.3 | -2.1
CCCCC(NC(=O)c1cccc(Br)c1)C(=O)O (stereo not drawn) | -26.2 | -1.7 | -11.3 | 4.2 | 26.2 | -1.9 | -4.4 | 0.0 | -0.6 | -3.5
c1cncc(-c2nnc3n2C2(CCCCC2)Cc2ccccc2-3)c1 | 0.0 | 13.2 | nt | nt | 0.0 | -1.4 | -0.2 | 1.1 | -18.8 | 9.4
O=C(COc1cc(Cl)c(Cl)cc1Cl)NCCN1CCOCC1 | 10.7 | -2.0 | -5.9 | 5.4 | -10.7 | -8.4 | -2.7 | -0.1 | -7.9 | -0.5
O=Cc1cccn1-c1cccc([N+](=O)[O-])c1 | -15.1 | -1.5 | nt | -9.1 | 15.1 | 6.1 | -1.3 | 0.1 | 24.4 | -7.2
Cc1ncoc1C(=O)NCc1ccccc1Cl | -18.1 | 1.4 | -0.5 | -4.1 | 18.1 | -0.3 | -1.1 | -0.2 | -11.7 | -2.7
Cn1ncc2nnn(-c3ccccc3)c(=O)c21 | -26.8 | -4.7 | 0.1 | 3.4 | 26.8 | 1.7 | 4.1 | 1.3 | -5.1 | 3.1
O=C(Nc1nc(-c2ccccc2)cs1)C1CCCN(S(=O)(=O)c2ccccc2)C1 (stereo not drawn) | 32.0 | 2.0 | 27.3 | 2.9 | -32.0 | -52.3 | 2.3 | 2.7 | -13.3 | 5.6
COCCNC(=S)N1CCCC(CO)C1 (stereo not drawn) | -21.8 | 2.5 | -2.2 | -8.2 | 21.8 | -1.9 | -5.0 | -3.4 | -4.1 | 1.8
CCCn1c(SCC(=O)N(CC)CC)nnc1-c1ccncc1 | -15.7 | 9.8 | -1.4 | -5.7 | 15.7 | 18.5 | 4.8 | -2.8 | -10.9 | 0.2
Cc1cccc(C)c1NC(=O)c1nc(S(=O)(=O)Cc2ccccc2)ncc1Cl | -1.5 | -1.9 | -12.6 | ? | 1.5 | -87.5 | -8.5 | -1.5 | -13.6 | -2.7
CCOc1ccccc1OCC(=O)Nc1cccc(S(=O)(=O)NC2=NCCCCC2)c1 | -27.7 | -4.8 | 0.1 | -2.1 | nt | -6.8 | -6.7 | 0.1 | -12.3 | -4.2
CCC(Oc1ccccc1)C(=O)N(Cc1ccccc1)c1ccccn1 (stereo not drawn) | -0.7 | -1.0 | nt | 7.0 | 0.7 | -10.5 | -3.1 | -1.9 | 2.0 | -0.6
CS(=O)(=O)N(CC(=O)NCCSCc1cccc(Cl)c1)c1ccccc1F | -9.2 | -2.1 | -1.9 | -3.7 | 9.2 | nt | -1.2 | 0.3 | -13.1 | 1.2
Cc1ccc(CNC(=O)c2ccc(CS(=O)(=O)c3ccccc3C)o2)cc1 | -35.4 | 0.9 | -4.0 | 4.3 | 35.4 | -12.9 | -4.5 | -0.9 | -1.8 | -0.2
Cc1cccc(NC(=O)CC2C(=O)NCCN2C(=S)Nc2ccccc2)c1 (stereo not drawn) | -8.5 | 0.5 | nt | -1.1 | 8.5 | -8.6 | -3.1 | 4.3 | 10.0 | -1.1
COc1ccc(C(CNC(=O)c2cccc(S(=O)(=O)N(C)c3ccccc3)c2)N2CCCC2)cc1 (stereo not drawn) | 21.1 | 7.7 | -6.0 | 8.8 | -21.1 | 12.9 | 9.2 | 1.8 | -11.7 | 8.1
CC(=O)c1c(C)oc2ccc(N(C(C)=O)S(=O)(=O)c3ccc(Br)cc3)cc12 | 8.2 | -1.2 | -2.8 | -0.9 | -8.2 | -1.7 | -5.9 | 0.2 | -9.1 | -2.7
